# High-throughput results: PubChem BioAssay, SRMLSC
# SK-BR-3 tox 24h: SK-BR-3 proliferation inhibitors; SK-BR-3 viability, CellTiter-Glo ATP luminescence, 24 h; stronger effect = lower value; AID 847; 0.47% of 41,000 active; viability, % at 10 µM;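 active = viability at or below the median of all test compounds minus 3 SD, in both replicates if run twice, cut at about 45% in these data; inconclusive = duplicate replicates that disagree with each other; inactive = viability above that cutoff in every replicate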;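 also: 100% = median untreated cell wells and 0% = median positive control drug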
# Numbers without * were called inactive; ? = inconclusive.
Molecule | SK-BR-3 tox 24h
COC(=O)c1c(S(N)(=O)=O)c2ccccc2n1C | 92
CN(c1ccccc1C(=O)NCC1CCCO1)S(C)(=O)=O (centres undefined) | 87
COc1ccc(NC(=O)Cn2nnc(-c3ccccc3NC(=O)c3ccco3)n2)cc1 | 28*
CCOC(=O)c1c(NC(=O)C2CCN(S(=O)(=O)c3cccs3)CC2)sc(C)c1C | 88
Cc1ccc(Nc2ncccc2C(=O)O)cc1C | 85
FC(F)(F)c1nc(N2CCN(c3ccccc3)CC2)nc2c1CCCCC2 | 92
COc1cc(C(=O)Oc2ccccc2N)cc(OC)c1OC | 81
O=C(NCN1C(=O)C2C3C=CC(C3)C2C1=O)Nc1ccccn1 (centres undefined) | 109
COc1c(O)cccc1-c1nnn(CCC(=O)OCC(=O)c2ccccc2)n1 | 71
O=C(CCCOc1ccccc1)Nc1cccc(C(=O)O)c1 | 100
Cc1c(NC(=O)C(C)OC(=O)COc2cccc3c2OC(C)(C)C3)c(=O)n(-c2ccccc2)n1C (centres undefined) | 85
COc1ccc2c(=O)c3c(=O)n(Cc4ccco4)c(-c4ccccc4)nc3oc2c1 | 80
Cc1onc(-c2ccccc2Cl)c1C(=O)NCC(=O)O | 140
CCOC(=O)NC(Nc1ccc(C)cn1)(C(F)(F)F)C(F)(F)F | 99
CCc1ccccc1NC(=O)C(C#N)Cc1cccnc1 (centres undefined) | 95
CCOC(=O)N1CCN(S(=O)(=O)c2ccc3c(c2)oc(=O)n3C)CC1 | 69
CC1(C)CCCC2=C1CC1C(=O)N(O)C(=O)C1C2 (centres undefined) | 93
Cc1cc(C)n(S(=O)(=O)c2cc(C(=O)O)c(Cl)cc2Cl)n1 | 90
O=C(Nc1ccc(C(F)(F)F)cc1Cl)c1ccc(Cn2cc(Br)cn2)o1 | 88
CC(C)NC(=O)c1cc(-c2ccc(Br)cc2)on1 | 77
O=c1c2ccccc2nc2n1CC/C2=C/N1CCN(c2cccc(C(F)(F)F)c2)CC1 | 87
C=CCNC(=O)NS(=O)(=O)c1ccc(C)cc1 | 101
CC(=O)N1CN(CCCn2ccnc2)Cc2c1sc1c2CCCC1 | 88
Cc1cc(C)c2nc(-c3ccccn3)cc(C(=O)Nc3cc(C)on3)c2c1 | 53
O=C(Cc1cccs1)Nc1nc2ccccc2s1 | 83
COC(=O)C1=C(C)OC(N)=C(C#N)C1c1c(C)nn(-c2ccccc2)c1Cl (centres undefined) | 76
Cc1ccc(C(=O)Nc2cnc3sc(C)nn3c2=O)cc1 | 89
CCC(COC(=O)Nc1cccc(C)c1)NC(=O)OCC(C)C (centres undefined) | 69
CCOC(=O)C(C)Oc1ccc(C2NC(=O)NC(C)=C2C(=O)Nc2ccccc2C)cc1 (centres undefined) | 114
O=C(Nc1ccc(Cl)cn1)C1CCCN1S(=O)(=O)c1ccccc1 (centres undefined) | 101
O=C1CCC(=O)N1c1nc2n(n1)C(c1ccccc1)C=C(c1ccc(Br)cc1)N2 (centres undefined) | 111
COCc1[nH]nc2c1C(c1c(F)cccc1Cl)C(C#N)=C(N)O2 (centres undefined) | 91
O=C(c1cc(-c2cccs2)on1)N1CCN(c2ccccc2)CC1 | 124
Cc1cc(C(=O)Nc2sc3c(c2C#N)CCC(C(C)(C)C)C3)no1 (centres undefined) | 84
COC(=O)CNc1nc(-c2ccncc2)nc2ccccc12 | 72
O=C1[C@@H]2C(c3ccccc3Cl)=NO[C@@H]2C(=O)N1Cc1ccccc1 | 120
Cc1ccc(NC(=O)COC(=O)CCc2c[nH]c(=O)[nH]2)cc1 | 102
Cc1ccc(NC2=NC(c3ccc(C)cc3)n3c(nc(C)cc3=O)N2)cc1 (centres undefined) | 129
Cc1cc(OC2CCCCC2)nc(-c2ccccc2O)n1 | 98
Cc1ccc(-n2ncc(-c3nnc(SCC(=O)NC4CCCC4)o3)c2N)cc1C | 88
CCn1c(Cc2ccccc2)nnc1SCC(=O)Nc1nccs1 | 104
CN(C)c1cccc(NC(=O)Cc2ccc(F)cc2)c1 | 98
Nc1nc2c(c3c1c(=O)oc1ccccc13)CCCCC2 | 95
CCN(CC(=O)NC1CCCCC1)S(=O)(=O)c1ccc(Cl)cc1 | 85
COc1ccc(C(c2nnnn2Cc2cccs2)N2CCN(c3ccccc3F)CC2)cc1 (centres undefined) | 105
O=C(N1CCN(c2ccc(F)cc2)CC1)C12CC3CC(CC(C3)C1)C2 | 85
Cc1cc(CN2CCOCC2)c(O)c(C2(C)CCCCC2)c1 | 89
O=c1c2c([nH]c3ccccc13)CCCCCC2 | 74
CC(C)CNC(=O)c1c(N)n(/N=C/c2ccccn2)c2nc3ccccc3nc12 | 68
CCC(=O)Nc1c(C)cc(C)cc1Cl | 105
COc1cccc(NC(=O)N(Cc2cc3cc(C)cc(C)c3[nH]c2=O)CC2COCCO2)c1 (centres undefined) | 83
CCN(CC)c1ccc(-c2nn3c(-c4n[nH]c5c4CCC5)nnc3s2)cc1 | ?
Cc1cc(C)c2c(n1)nn1c(N3CCN(Cc4ccccc4)CC3)cc(C)nc21 | 78
COc1ccccc1CNC(=O)CCNC(=O)Cn1cnc2ccccc2c1=O | 87
COc1cc(/C=N/n2c(C)nnc2C)cc(OC)c1OC | 67
CS(=O)(=O)Nc1ccccc1C(=O)Nc1cccc(Cl)c1 | 80
CCCCCCn1c(CN2CCCC(C)C2)nc2c1c(=O)n(C)c(=O)n2C (centres undefined) | 96
CCOCCn1c(CN2CCN(c3ccc(OC)cc3)CC2)nc2c1c(=O)n(C)c(=O)n2C | 91
COc1cc2c(cc1OC)C(c1cc(OC)c(OC)c(OC)c1)NCC2 (centres undefined) | 101
CCn1c(-c2ccc(OC)c(OC)c2)n[nH]c1=S | 86

# (list continues)
Molecule | SK-BR-3 tox 24h
CCOC(=O)C1CCCN(S(=O)(=O)c2ccc(Br)s2)C1 (centres undefined) | 94
Cc1cccc(OCCSc2cc(C)nc(N)n2)c1 | 69
CCOC(=O)c1sc(NC(=O)c2c(C)noc2C)c(C(=O)OCC)c1C | 107
CCCC(c1nnnn1Cc1ccc(F)cc1)N1CCN(C2CCCCC2)CC1 (centres undefined) | 75
O=C(CCN1C(=O)c2ccccc2C1=O)Nc1ccc(F)cc1F | 91
CC1CCCN(S(=O)(=O)c2ccc(NC(=O)CN3CCN(C)CC3)cc2)C1 (centres undefined) | 76
CCC(=O)Nc1ccc(OC)cc1OC | 92
CC(=O)c1cccc(NC(=O)N2CCCC2C(=O)NCc2ccc(C)cc2)c1 (centres undefined) | 106
CC(=O)NC1=NC(=O)/C(=C/N2CCOCC2)S1 | 95
COc1ccc(CCNC(=O)CSc2nnc(-c3cccc(F)c3)o2)cc1OC | 74
COc1ccc(CNC(=O)C2CCNCC2)cc1 | 120
CCOC(=O)c1c(C)[nH]c(C)c1-c1ccccc1OC | 86
COc1ccccc1C(CC(=O)Nc1nccs1)c1ccco1 (centres undefined) | 90
CC(C)CC(NC(=O)C1CCC(C)CC1)C(=O)Nc1cccnc1 (centres undefined) | 101
Cn1c(=O)c2c(nc(CN3CCc4ccccc4C3)n2CC(=O)c2ccccc2)n(C)c1=O | 58
O=C(NC1CCCCC1)N1CCCC(c2nc3ccccc3[nH]2)C1 (centres undefined) | 83
Cc1ccc(Cn2ncc3c(N4CCCC4)ncnc32)cc1 | 121
Cc1cccc2cc(=O)[nH]c(C)c12 | 84
O=C(Nc1cccnc1)c1cnc2ccccc2n1 | 94
CCN1CCN(S(=O)(=O)c2ccc(OC)c(Br)c2)CC1 | 88
CCOCC(=O)Nc1ccc2c(c1)OCCO2 | 91
CCc1ccccc1-n1c(-c2ccncc2)n[nH]c1=S | 95
O=C(NCCN1CCCCC1)c1ccc(=O)oc1 | 94
O=C(N1CCOCC1)C12CCC3CC(CC(C3)C1)C2 | 120

# An excerpt of these results, with each value named:
CCc1ccccc1-n1c(-c2ccncc2)n[nH]c1=S
  SK-BR-3 tox 24h: 95
CC(C)CC(NC(=O)C1CCC(C)CC1)C(=O)Nc1cccnc1 (centres undefined)
  SK-BR-3 tox 24h: 101
Cc1ccc(Cn2ncc3c(N4CCCC4)ncnc32)cc1
  SK-BR-3 tox 24h: 121

# Next results:
Molecule | SK-BR-3 tox 24h
COc1cc(NS(=O)(=O)c2ccc(NC(=O)C3CCCO3)cc2)nc(OC)n1 (centres undefined) | 90
CCCn1c(=O)c(C(=O)Nc2ccccc2C(=O)OCC)c(O)c2ccccc21 | 102
CCOC(=O)c1nnc(-c2ccccc2)o1 | 110
COc1cccc(C(=O)/C=C/Nc2cc(C)ccc2O)c1 | 102
CC1Cc2cc(/C(O)=C3/C(=O)C(=O)N(CC4CCCO4)C3c3ccco3)ccc2O1 (centres undefined) | 94
COc1cccc(C(C#N)N2CCCCC2)c1O (centres undefined) | 119
CCOc1ccc(S(=O)(=O)N2CCN(c3ccc(OC)cc3)CC2)c2cccnc12 | 77
COc1ccccc1C(=O)NCCc1nc2ccccc2[nH]1 | 126
COc1ccc(C2C(C(=O)c3cccs3)=C(O)C(=O)N2c2nnc(C)s2)cc1OC (centres undefined) | 94
Cc1c(C(=O)Nc2cnccn2)oc2ccccc12 | 94
O=C(CC(c1ccccc1)c1ccccc1)NCCO | 96
O=C1CCCC2=C1C(c1cccs1)n1nc(SCc3ccccc3)nc1N2 (centres undefined) | 88

# An excerpt of these results, as labelled records.
COc1ccc2c(=O)c3c(=O)n(Cc4ccco4)c(-c4ccccc4)nc3oc2c1
  SK-BR-3 tox 24h: 80
Cc1onc(-c2ccccc2Cl)c1C(=O)NCC(=O)O
  SK-BR-3 tox 24h: 140
CCOC(=O)NC(Nc1ccc(C)cn1)(C(F)(F)F)C(F)(F)F
  SK-BR-3 tox 24h: 99
CCc1ccccc1NC(=O)C(C#N)Cc1cccnc1 (centres undefined)
  SK-BR-3 tox 24h: 95

# (listing goes on)
Molecule | SK-BR-3 tox 24h
Cc1nnc(SCC(=O)N2CCOCC2)c2ccccc12 | 87
Cc1sc2nc(CSc3nnc(Cc4cccs4)n3C3CCCCC3)[nH]c(=O)c2c1C | 101
C=CCn1c(SCC(=O)N2CCOCC2)nc(O)c(Cc2ccccc2)c1=O | 97
CC(=O)Nc1ccc(-c2cc(NC(C)=O)n(-c3ccccc3)n2)cc1 | 90
CN(C)CCN1C(=O)c2oc3ccccc3c(=O)c2C1c1ccc(F)cc1 (centres undefined) | 72
O=C1N/C(=N/c2ccccn2)SC1Cc1ccccc1 (centres undefined) | 96
O=C(COC(=O)c1ccc2c(c1)OCCO2)NCc1ccccc1 | 92
Cc1cc(C)n(C(=O)c2ccc(C)c(S(=O)(=O)N3CCCC3)c2)n1 | 71
COC(=O)CSc1nnc(CCc2nc3ccccc3[nH]2)n1C | 94
COc1ccc(-c2cc(C(=O)NCCN3CCOCC3)c3ccccc3n2)c(OC)c1 | 82
CC1CCCCC1N1CCN(C(=O)c2cccc(F)c2)CC1 (centres undefined) | 79
O=C(Nc1cccc(Cl)c1N1CCCC1)c1cc2ccccc2o1 | 56
Cn1c(NC(=O)c2ccco2)c(-c2ccccc2Cl)c(=O)c2ccccc21 | 92
COC(=O)COC(=O)CC(CC(N)=O)c1ccccc1 (centres undefined) | 99
O=S(=O)(Nc1ccc2nc(C(F)(F)F)[nH]c2c1)c1ccccc1 | 90
Cc1cc(=O)[nH]c(SCC(=O)Nc2nc3c(s2)CCCC3)n1 | 91
COC(=O)c1ccccc1NC=C1C(=O)OC2(CCCCC2)OC1=O | 92
COc1ccc2[nH]c(=O)c(CN(C)C(=O)COc3ccccc3)cc2c1 | 99
CCOC(=O)c1c(NC(=O)CSc2nnnn2CC)sc(C)c1C | 94
Cc1ccc2c(c1)N(CCC(=O)NCc1ccc3c(c1)OCO3)C(=O)CO2 | 85
CC1CN(c2c3c(nc4ncnn24)CCCC3)CC(C)O1 (centres undefined) | 104
C[C@@H](Nc1nc(-c2ccccc2)nc2c1oc1ccccc12)C(=O)O | 89
Cc1noc(C)c1C(=O)NCCC1=CCCCC1 | 96
Nc1nc2n(n1)C(c1ccco1)CC(c1ccccc1)N2 (centres undefined) | 86
CCOc1ccc2[nH]c(C)c(CN3CCN(CC)CC3)c(=O)c2c1 | 57
CCOCCCNc1ncc2c(n1)CC(c1ccc(C)cc1)CC2=O (centres undefined) | 75
COC(=O)c1ccc(C(=O)OC)c(NC(=O)c2cnc3n(c2=O)CCS3)c1 | 88
CC(=O)c1ccc(O)c(CO)c1 | 98
OCC1(C2=NOC(O)(C(F)(F)F)C2)CCCCC1 (centres undefined) | 93
COc1cc(-c2noc(C3CCCN(S(=O)(=O)c4cccc(Cl)c4)C3)n2)cc(OC)c1OC (centres undefined) | 84
Cc1ccc(S(=O)(=O)Nn2c(C)ccc2C)cc1 | 83
CCCC1CC(=O)OC1(C)C(=O)CSc1n[nH]c(-c2ccccc2)n1 (centres undefined) | 86
O=C(O)Cc1cc2c(s1)CCCCC2 | 94
CCOc1ccccc1NC(=O)c1cc(CC(C)C)oc1C | 86
COC(=O)c1cccc(COC(=O)c2ccccc2NC(=O)c2ccco2)c1 | 103
Clc1ccc2nc3ccccn3c2c1 | 95
COCCCNC(=O)C1CCN(c2ncccn2)CC1 | 84
COC(=O)Nc1c(C)n(C)n(-c2ccccc2)c1=O | 104
Cc1cccc(-c2nnc3sc(-c4ccccc4C)nn23)c1 | 70
O=c1ccc2cc(S(=O)(=O)N3CCN(c4ccccc4)CC3)ccc2o1 | 76
CC1(C)CC(=O)C=C(Nc2ccc(OCC(F)(F)C(F)F)cc2)C1 | 89
CN(C)c1nc(N(C)C)nc(N(C)C)n1 | 94
Cc1onc(-c2ccccc2Cl)c1C(N)=O | 93
Cc1cc(C)n(S(=O)(=O)Cc2ccccc2)n1 | 83
Cc1ccc(-c2noc(CCC(=O)Nc3ccccc3C)n2)cc1 | 108
COC(=O)C1=C(C)N=C2SCCC(=O)N2C1c1cc(Br)ccc1OC (centres undefined) | 87
COC(=O)c1ccccc1Nc1ccccc1 | 59
COCCCn1c(SCC(=O)NC2CCCC2)nnc1-c1ccco1 | 112

# The list is partial; rates above refer to the full screens.
